Source: PubChem (National Center for Advancing Translational Sciences (NCATS))
LmPK inh: blocks Leishmania mexicana pyruvate kinase activity. purified LmPK, Kinase-Glo ATP luminescence, 1 h. 290,000 compounds, 0.37% hits. Q27686. Potency, µM (series often up to 57.5 µM), without a hit: at the highest dose activity change, negative = inhibition, hits mostly inhibitors; note: potency is the fitted concentration of half-maximal effect; % is set by controls: 0 for no effect and ±100 for the full control effect
Target sequence (Q27686 whole entry, looked up): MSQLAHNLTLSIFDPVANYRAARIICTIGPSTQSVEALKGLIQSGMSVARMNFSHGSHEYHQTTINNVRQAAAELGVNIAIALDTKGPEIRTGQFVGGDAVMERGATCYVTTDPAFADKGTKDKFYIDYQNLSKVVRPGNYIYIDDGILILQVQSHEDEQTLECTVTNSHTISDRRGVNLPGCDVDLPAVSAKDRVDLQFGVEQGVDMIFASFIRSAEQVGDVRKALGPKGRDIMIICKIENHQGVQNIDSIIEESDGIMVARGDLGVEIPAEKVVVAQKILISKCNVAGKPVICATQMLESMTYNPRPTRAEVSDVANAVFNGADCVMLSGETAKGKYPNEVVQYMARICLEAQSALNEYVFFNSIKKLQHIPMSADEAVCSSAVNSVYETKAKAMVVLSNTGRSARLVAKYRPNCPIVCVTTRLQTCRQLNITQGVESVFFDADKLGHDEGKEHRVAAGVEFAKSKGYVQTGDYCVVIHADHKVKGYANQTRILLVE
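Screened at intermediate enzyme activity to detect both inhibitors and activators: LmPK at 0.1 nM, with a 0.5 nM enzyme column as activation reference. PEP 0.5 mM, ADP 0.1 mM; ATP detected by luminescence after 1 h.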
Pf growth 96h: P. falciparum growth inhibition at 96 hour, primary screen for plastid delayed-death inhibitors | P. falciparum luciferase reporter growth, 96 h | Potency, µM (top dose mostly 28.7 µM), for the others: at the highest dose activity change, negative = inhibition, actives largely listed as inhibitors | 320,000 compounds, 6.9% hits | AID 504834; note: potency is the fitted concentration of half-maximal effect; % is set by controls: 0 for no effect and ±100 for the full control effect
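Readout is luminescence from an integrated firefly luciferase in P. falciparum. Red cells, 2% hematocrit and 0.05% parasitemia final, were cultured with compound through two parasite generations (96 hours) at 37 C, 5% CO2.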
Shiga toxin inh: Shiga toxin inhibition | Vero cells, Shiga toxin protein synthesis inhibition reporter | inhibition, % at 38.7 µM | 290,000 compounds, 9.2% hits | AID 2315; in the data active = inhibition mostly above about 28%, no sharp cut-off; inactive = mostly below about 43%; note: 0% is about no effect
AmpC no deterg: AmpC beta-lactamase inhibition without detergent. P00811. AmpC nitrocefin hydrolysis, absorbance 480 nm, 0.0001% Triton. Potency, µM (titrated, usually from 57.1 µM), for the others: top-dose activity change, negative = inhibition, hits mostly inhibitors. 330,000 compounds, 0.52% hits;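 note: potency is the fitted concentration of half-maximal effect; plate controls were no compound for no effect and no enzyme for full effect; nearly all actives have a fitted effect of over 20% in size; some results filed as inactive show a strong effect at the top dose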
Target sequence (P00811 whole entry, looked up): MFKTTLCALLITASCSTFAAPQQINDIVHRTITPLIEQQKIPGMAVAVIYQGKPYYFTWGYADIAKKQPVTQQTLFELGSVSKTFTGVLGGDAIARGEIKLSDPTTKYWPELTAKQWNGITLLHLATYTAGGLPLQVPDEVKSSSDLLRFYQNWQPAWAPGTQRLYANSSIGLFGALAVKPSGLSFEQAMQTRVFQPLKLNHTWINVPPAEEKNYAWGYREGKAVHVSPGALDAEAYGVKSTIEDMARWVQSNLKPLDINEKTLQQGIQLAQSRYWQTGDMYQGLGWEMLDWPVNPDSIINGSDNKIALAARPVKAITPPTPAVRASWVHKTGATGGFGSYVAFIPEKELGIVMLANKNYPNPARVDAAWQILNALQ
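20 mM phosphate pH 7.0 + 0.01% (detergent screen) or 0.0001% Triton X-100; 5.3 nM AmpC reagent; cpd preinc 15 min RT; nitrocefin (800 uM stock) to start; A480 q20 s × 4 min; Activity was normalised to no-enzyme and no-compound control wells.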
CHX counter: affects cycloheximide protein synthesis inhibition readout, counter-screen; 300,000 compounds, 12% hits; AID 2314; max response, %; cell reporter, cycloheximide protein synthesis inhibition counterscreen; in the data active = max response mostly above about 13%, no sharp cut-off; inactive = mostly below about 14%; note: read at 38.3 µM for the half of the compounds with a filed dose; 0% is about no effect
Pf growth 48h: P. falciparum growth inhibition at 48 hours (one generation); 310,000 compounds, 5.9% hits; AID 504832; P. falciparum luciferase growth in erythrocytes, 48 h; Potency, µM (doses to about 28.7 µM), for the others: at the highest dose activity change, negative = inhibition, usual class: inhibitors; note: potency is the fitted concentration of half-maximal effect; % is set by controls: 0 for no effect and ±100 for the full control effect
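Here the parasites carry a stable luciferase gene and grow inside erythrocytes in Albumax-based RPMI medium with compound for one erythrocytic cycle. Activity is scored as loss of luminescent signal.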
Tb PYK inh: inhibitors of Trypanosoma brucei pyruvate kinase | AID 624173 | 410,000 compounds, 0.12% hits | TbPYK enzyme, Kinase-Glo Plus ATP luminescence, 45 min | Potency, µM (top dose mostly 76.8 µM), for inactives: top-dose activity, negative = inhibition, usual class: inhibitors; note: potency is the fitted concentration of half-maximal effect; % is set by controls: 0 for no effect and ±100 for the full control effect; nearly all actives have a fitted effect of over 50% in size
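Assay buffer: 50 mM TEA pH 7.2, 100 mM KCl, 10 mM MgCl2, 0.05% BSA, 0.01% Tween-20. Pyruvate kinase from T. brucei plus substrate met compound, then ADP (130 uM final). Luminescence was read post 45 min RT.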
Starred values were filed as active, the others as inactive; ? = inconclusive; / = not tested or not shown; [ ] = another dose, or the depositor's remark. Unless noted, calls come from the whole dose curve; as a rule, active = well fitted curve in the direction sought with a large enough effect; inconclusive = small, poorly fitted or top-dose-only effect, or another doubt; inactive = no such curve, though single readings can be large; an effect the other way counts as inactive or inconclusive.

SMILES	LmPK inh	Pf growth 96h	Shiga toxin inh	AmpC no deterg	CHX counter	Pf growth 48h	Tb PYK inh
COc1ccc2cc(C(=O)COC(=O)COc3ccc4c(C)cc(=O)oc4c3)ccc2c1	3%	14%	-6	-40%	1	14%	3%
COc1ccc(CCNC(=O)CSc2nc3[nH]ncc3c(=O)n2-c2ccccc2Br)cc1OC	8%[11.5 µM]	39%[activator]	8	-5%	2	?	-11%
CCOC(=O)c1c(-c2ccc(OC)cc2)csc1/N=C/C1C(=O)CCCC1=O	0%	-13%	-13	-52%	-1	-30%	3%
O=C(CSc1nnc(CNc2cccc(Cl)c2)o1)OC1CCCCC1	-1%	155%[activator]	-18	-11%	1	-16%	-7%
CCN(CC(=O)Nc1ccccc1OC)C(=O)Cn1cnc2ccccc2c1=O	-6%	29%	-13	-8%	2	?	-1%
CN(C)S(=O)(=O)c1ccc(C(=O)Nc2nnc(SCC(=O)NCC3CCCO3)s2)cc1 (stereo not drawn)	-6%	?	-19	10%	-4	4%	-23%
NC(=O)C1(N2CCCCC2)CCN(c2nc(-c3ccc(Br)cc3)cs2)CC1	6%	?	-28	-17%	-14	/	-20%
Cc1ccc(CS(=O)Cc2ccc(C(=O)N3CCN(c4ccc(F)cc4)CC3)o2)cc1 (stereo not drawn)	6%	?	-8	155%[activator]	2	-20%	-5%
CCOC(=O)C1CCN(c2c(N3CCN(c4ccccc4OC)CC3)c(=O)c2=O)CC1	-5%	?	-17	-10%	-3	0%	-6%
CCOc1ccc(C(=O)C(C)OC(=O)C2CCN(c3ccc(C(F)(F)F)cn3)CC2)cc1 (stereo not drawn)	/	-22%	/	-10%	/	?	-1%
O=C1Nc2ccc([N+](=O)[O-])cc2C1(O)N1CCCCC1 (stereo not drawn)	-2%	?	-19	-21%	13	17%	-3%
O=C(O)CCCCCNc1ncnc2ccc(Br)cc12	-8%	?	-4	-11%	-4	-2%	-3%
CN1/C(=C\C(=O)CSc2nnc(N)s2)C(C)(C)c2ccccc21	0%	0%	11	-34%	1	4%	-7%
CC(C)n1c(=O)n(CC(=O)NCC2CCCO2)c(=O)c2c3c(sc21)COC(C)(C)C3 (stereo not drawn)	3%	?	1	1%	-3	-4%	0%
CCOc1c(C)cnc2c1c(=O)n(Cc1cccc(Cl)c1)c(=O)n2C	1%	-42%	7	33%	6	19%	-5%
Cc1ccc(N(C)C(=O)CN(C)S(=O)(=O)c2ccc3c(c2)n(C)c(=O)c(=O)n3C)cc1	3%	?	21	4%	7	?	3%
CCOC(=O)C(C)Sc1nnc(-c2ccccc2O)n1-c1ccc(C)cc1 (stereo not drawn)	12%	?	-21	-6%	-3	?	-2%
CCOc1ccc(C(=S)N2CCCC2)cc1	-2%	?	88*	-15%	14*	6%	6%
COc1ccc(Nc2cc(C(=O)NCCCN3CCOCC3)c3ccccc3n2)c(OC)c1	0%	-26%	19	77%[activator]	-1	/	-10%
CC1(C)Cc2c(c(N3CCOCC3)nc3snc(NC(=O)c4ccccc4)c23)CO1	2%	8.3µM*	-7	-12%	-2	/	4%
Cc1cc(C)n(-c2ccc(C(=O)Nc3ccc(C)c(S(=O)(=O)N4CCOCC4)c3)cc2)n1	12%	?	8	68%[activator]	10	?	4%
COc1ccccc1NC(=O)C1CCCN1S(=O)(=O)c1ccc(Cl)cc1 (stereo not drawn)	3%	?	24	-3%	1	?	3%
CC(C)c1ccc(C(=O)NNC(=O)C2CC=CCC2C(=O)O)cc1 (stereo not drawn)	1%	33%[activator]	64*	-26%	28*	32%[activator]	-9%
CCC(=O)N1CCc2cc(S(=O)(=O)CCC(=O)NC(C)CC)ccc21 (stereo not drawn)	-5%	4%	1	-15%	15	6%	-1%
O=C(Nc1ccccn1)C(F)(F)C(F)(F)C(F)(F)C(F)(F)C(=O)Nc1ccccn1	-4%	-9%	-3	-13%	0	34%[activator]	-3%

Part of the list above, reformatted.
| SMILES | LmPK inh | Pf growth 96h | Shiga toxin inh | AmpC no deterg | CHX counter | Pf growth 48h | Tb PYK inh |
| --- | --- | --- | --- | --- | --- | --- | --- |
| COc1ccc(CCNC(=O)CSc2nc3[nH]ncc3c(=O)n2-c2ccccc2Br)cc1OC | 8%[11.5 µM] | 39%[activator] | 8 | -5% | 2 | ? | -11% |
| CCOC(=O)c1c(-c2ccc(OC)cc2)csc1/N=C/C1C(=O)CCCC1=O | 0% | -13% | -13 | -52% | -1 | -30% | 3% |
| O=C(CSc1nnc(CNc2cccc(Cl)c2)o1)OC1CCCCC1 | -1% | 155%[activator] | -18 | -11% | 1 | -16% | -7% |
| CCN(CC(=O)Nc1ccccc1OC)C(=O)Cn1cnc2ccccc2c1=O | -6% | 29% | -13 | -8% | 2 | ? | -1% |

Remaining list, next part
SMILES	LmPK inh	Pf growth 96h	Shiga toxin inh	AmpC no deterg	CHX counter	Pf growth 48h	Tb PYK inh
CC(Oc1ccccc1)c1ccnc2nc(/N=C/N(C)C)nn12 (stereo not drawn)	-5%	-24%	-12	1%	1	-11%	-1%
COc1ccc(S(=O)(=O)NCc2cc(=O)n(C)c(=O)n2C)cc1C	2%	15%	9	-15%	-4	15%	6%
Cc1ccc(S(=O)(=O)NNC(=O)CC#N)cc1	1%	24%	-2	-25%	-2	23%	3%
COc1ccc(-c2[nH]ncc2CN(C)CCc2c(C)n[nH]c2C)c(F)c1	8%	?	8	-18%	-2	9%	2%
Nc1ccc2c(c1)CC(=O)c1ccccc1S2	-2%	6%	15	-16%	9	5%	-15%
c1cc2nncn2nc1N1CCCC1	0%	/	14	-8%	2	1%	5%
CCc1cc2c(NC(Cc3ccccc3)C(=O)O)ncnc2s1 (stereo not drawn)	-2%	?	-7	-17%	1	-1%	-5%
O=C(O)c1cc(NCc2ccc(F)cc2)ccc1N1CCOCC1	0%	27%	-9	-16%	-1	12%	-17%
CCCN(C(=S)Nc1ccccc1)C1CCS(=O)(=O)C1 (stereo not drawn)	-7%	?	-16	-28%	-3	32%[activator]	5%
COc1ccc(-c2nnn(CC(=O)NCc3cccs3)n2)cc1OC	1%	57%[activator]	15	-9%	4	-18%	-5%
O=C(COc1ccccc1)Nc1cccc(-c2nnc(-c3ccccc3)o2)c1	1%	/	72*	-37%	20*	-12%	1%
COc1ccc(OC)c(NC(=S)NN2CCN(C)CC2)c1	-7%	9%	-6	-5%	12	10%	-3%
CCC(=O)c1cn([C@H](CCC(OC)OC)CC(=O)OC(C)(C)C)cc1CC	/	?	/	124%[activator]	/	?	-4%
O=C(CN1CCN(CN2C(=O)NC3(CCCCCC3)C2=O)CC1)Nc1cccc(F)c1	/	20%	/	-14%	/	-10%	-8%
CCOCCCNC(=O)c1cn(C)c2ccc(S(=O)(=O)N3CCCC3)cc2c1=O	3%	6.6µM*	-6	0%	-1	-27%	-5%
COc1ccc(N2CCN(S(=O)(=O)CCNC(=O)C34CC5CC(CC(C5)C3)C4)CC2)cc1	1%	?	-1	94%[activator]	-7	?	-9%
C1=CC(c2cc3ccccc3o2)OC(CCc2ccccc2)C1 (stereo not drawn)	8%	?	-2	-38%	9	11%	1%
Cc1cccc(NC(=O)C2CCCN2C(=O)Oc2ccccc2)c1 (stereo not drawn)	1%	-3%	-20	2%	-7	/	1%
CCOC1OC2C(CO)OC(n3cnc4c(N)ncnc43)C2O1 (stereo not drawn)	-9%	4.7µM*	-6	-19%	-2	0%	-1%
CC1CC(C(F)(F)F)n2ncc(C(=O)O)c2N1 (stereo not drawn)	0%	?	-13	-13%	-1	5%	2%
NC(=O)CS(=O)(=O)c1ccc(Cl)cc1	-5%	6%	-10	-8%	-4	43%[activator]	0%
O=C(OCC(=O)N1CCN(S(=O)(=O)c2ccc(Cl)cc2)CC1)c1cc(Br)ccc1O	/	7%	/	-5%	/	15%	-10%
CCCOc1ccc([C@@H]2C3CN(C(=O)OCC)CC=C3C(C#N)=C(N)C2(C#N)C#N)cc1OC (stereo partly drawn)	-5%	/	-2	20%	3	5.9µM*	-15%
O=C(COc1ccc(Cl)cc1Cl)NN1C(=O)/C(=C\c2ccc(Cl)cc2)SC1=S	-3%	-15%	-4	-29%	14	14%	5%
COc1ccccc1NC(=O)CSc1nnc2ccccn12	/	42%[activator]	/	-7%	/	17%	0%
SMILES	LmPK inh	Pf growth 96h	Shiga toxin inh	AmpC no deterg	CHX counter	Pf growth 48h	Tb PYK inh
Cn1/c(=N/NC(=O)c2cccc(OC(F)F)c2)sc2ccccc21	0%	?	16	0%	10	-5%	-5%
COc1ccc(NC(=O)CN(C)C(=O)c2cn(-c3ccccc3)nc2-c2cccs2)cc1	/	?	/	-22%	/	?	4%
Cc1ccc(SCc2nc(-c3ccccc3)no2)cc1	-1%	2%	12	?	28*	18%	4%
COc1ccc(S(=O)(=O)CC(=O)Nc2nnc(C(F)(F)F)s2)cc1	2%	-9%	-14	-36%	-4	70%[activator]	-6%
O=C(Nc1cccc(C(F)(F)F)c1)c1scc2c1OCCO2	-9%	?	36	2%	38*	49%[activator]	4%
CN1CCN(c2ccc(S(=O)(=O)N3CCCCC3)cc2NC(=O)/C=C/c2ccc(Cl)c([N+](=O)[O-])c2)CC1	/	5.9µM*	/	200%[activator]	/	2.9µM*	-2%
COc1ccc2nc(SCc3ccccc3)nc(C)c2c1	-5%	?	70*	57%	56*	255%[activator]	4%
O=C(Nc1cccnc1)c1cc(-c2cc(Cl)ccc2O)n[nH]1	5%	0.74µM*	91*	-37%	39*	?	-7%
Cc1cnc(C(=O)OCC(=O)c2ccc(F)c(F)c2)cn1	/	26%	/	-1%	/	-1%	-4%
Cc1cc(C)n(-c2nc(SCCN(C)C)c3c4c(sc3n2)COC(C)(C)C4)n1	-6%	1.5µM*	80*	13%	-4	1.9µM*	-21%
Cc1ccc(-c2nc3ccccc3o2)cc1NC(=S)NC(=O)c1cccs1	-2%	36%[activator]	98*	-40%	32*	104%[activator]	4%
COCCNC(=O)c1ccc2ccccc2n1	0%	16%	33	21%	27*	15%	-6%
CCc1ccccc1N(CC(=O)NC(C)(C)C)C(=O)CCC(=O)Nc1ccccn1	5%	?	28	2%	-2	-8%	3%
Cc1ccc(N2C(=O)CC(n3ccnc3)C2=O)cc1C (stereo not drawn)	1%	75%[activator]	-3	-33%	1	0%	2%
CC(C)c1nn2c(=O)cc(COc3cccc(NC(=O)c4ccco4)c3)nc2s1	-2%	?	-3	-8%	-1	16%	0%
O=C(CCC(=O)N1CCSc2ccccc21)NCc1ccccc1	0%	-25%	-4	-3%	1	-1%	3%
COc1ccc(CNC(=O)C(c2ccncc2)N(C(=O)Cc2cccs2)c2cccnc2)cc1 (stereo not drawn)	1%	29%	-5	10%	-3	-4%	0%
CCOC(=O)c1ccc(NS(=O)(=O)c2ccc(Cl)nc2)cc1	-1%	14%	-6	-26%	-2	-5%	/
O=C(Nc1nc(-c2ccc(Cl)cc2)cs1)C1=COCCO1	/	?	/	-13%	/	10%	-5%
CCn1c(=NC(=O)c2cccc(N3C(=O)CCC3=O)c2)sc2c(OC)ccc(OC)c21	-1%	28%	-5	-8%	-1	16%	3%
CCCCn1nc2cc(C(=O)NCc3ccccc3OC)ccc2c1OCC	7%	?	-3	?	-4	?	7%
